# PLCb3 inh = human PLC-beta3 inhibitors, primary screen, biochemical, fluorescence | Purified PLC-beta3, fluorogenic substrate | inhibition, % at 12.2 µM | 0.18% of 370,000 active; in the data active means inhibition above about 11%;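 further: 0% = median of compound wells on plate and 100% = full blocker control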
# proKLK7 act = proKLK7 zymogen activators, primary screen, biochemical, fluorescence intensity; AID 652039, 2013; activation, % at 7 µM; Kallikrein-7 (Homo sapiens), P49862; purified proKLK7, EDANS-DABCYL substrate fluorescence; 100% is mature enzyme control, 0% vehicle; 0.9% of 370,000 active;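 active means activation above the mean of all tested compounds plus 3 SD, computed per campaign excluding outliers beyond control limits, cut at about 13% in these data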
# Tn6 DDE FP = inhibitors of Tn6 peptide binding to fibrin DD(E), primary screen, biochemical, fluorescence polarization, human fibrin, Tn6 probe; Fibrinogen beta chain (Homo sapiens), P02675; Fibrin DD(E) TRITC-Tn6 fluorescence polarization displacement; inhibition, % at 8.3 µM; 0.21% of 370,000 active;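 active means inhibition above a per-campaign cutoff: mean of compounds within control limits plus 3 SD, cut at about 15% in these data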;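 further: 0% = median of all compound wells on the plate and 100% = blocking peptide control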
# Rev-erbA mod = modulators of Rev-erb alpha DNA binding, primary screen, biochemical, FITC-DNA, fluorescence polarization, uHTS. activity, % at 10 µM. Nuclear receptor subfamily 1 group D member 1 (Homo sapiens), P20393. 0.79% of 370,000 active. Rev-erbα–FITC-DNA binding, 90 min;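 active means activity above about 14%, limit read from the data; passing the limit was not always enough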;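 further: 0% = DMSO wells with 35 nM protein and 100% = DMSO wells with 750 nM protein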
# DDE Tn7 FP inh = inhibitors of Tn7 peptide binding to fibrin DD(E), primary screen, biochemical, fluorescence polarization, human fibrin, Tn7 probe; AID 720508, 2013; 0.13% of 370,000 active; FP displacement of FITC-Tn7 peptide from fibrin DD(E); 0% = median of compound wells per plate; inhibition, % at 8.3 µM;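 active means inhibition above the mean of compounds falling within the control limits plus 3 SD of them, cut at about 14% in these data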;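 further: 0% = plate median of compound wells and 100% = 10 µM Aha-Tn7 peptide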
#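 Assay system: human fibrin DD(E). Input: DD(E) 2 µM final. Medium: Tris buffer with calcium and detergent, pH 7.8. Compound dosing: single point at 8.3 µM. Timing: 10 min plus 3 h, room temperature. Technique: fluorescence polarization of the labelled Tn7 tracer. Read-out: percent inhibition. Replicates: singlicate testing.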
# PLC-gamma1 inh = PLC-gamma1 enzyme inhibitors, primary screen, biochemical, fluorescence, purified enzyme; 0.84% of 370,000 active; inhibition, % at 12.2 µM; 1-phosphatidylinositol 4,5-bisphosphate phosphodiesterase gamma-1 (Homo sapiens), P19174; fluorogenic substrate; in the data active means inhibition above about 9.5%
# ASAP1 GAP inh = inhibitors of human ASAP1 ArfGAP activity, primary screen, biochemical, fluorescence polarization; Arf-GAP with SH3 domain, ANK repeat and PH domain-containing protein 1 (Homo sapiens), …; ASAP1-stimulated ARF1 GTP hydrolysis, GDP FP detection; inhibition, % at 16.5 µM; 0.19% of 360,000 active; AID 624377, 2012; in the data active means inhibition above about 25%;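 further: 0% = vehicle with enzyme and substrate and 100% = no enzyme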
# UHRF1 binding = UHRF1 methylated DNA binding inhibitors, primary screen, counter-screen for MBD2 inhibitor project, biochemical, TR-FRET, human UHRF1, single concentration | 0.75% of 370,000 active | UHRF1 binding to methylated oligo | E3 ubiquitin-protein ligase UHRF1 (Homo sapiens), Q96T88 | inhibition, % at 4.4 µM; in the data active means inhibition above about 21%;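 further: UHRF1 SRA domain binding a hemimethylated CpG hairpin DNA probe; 0% = median of test compound wells and 100% = reference inhibitor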
# Target sequence (Q96T88 whole entry, looked up, the tested form may be a part): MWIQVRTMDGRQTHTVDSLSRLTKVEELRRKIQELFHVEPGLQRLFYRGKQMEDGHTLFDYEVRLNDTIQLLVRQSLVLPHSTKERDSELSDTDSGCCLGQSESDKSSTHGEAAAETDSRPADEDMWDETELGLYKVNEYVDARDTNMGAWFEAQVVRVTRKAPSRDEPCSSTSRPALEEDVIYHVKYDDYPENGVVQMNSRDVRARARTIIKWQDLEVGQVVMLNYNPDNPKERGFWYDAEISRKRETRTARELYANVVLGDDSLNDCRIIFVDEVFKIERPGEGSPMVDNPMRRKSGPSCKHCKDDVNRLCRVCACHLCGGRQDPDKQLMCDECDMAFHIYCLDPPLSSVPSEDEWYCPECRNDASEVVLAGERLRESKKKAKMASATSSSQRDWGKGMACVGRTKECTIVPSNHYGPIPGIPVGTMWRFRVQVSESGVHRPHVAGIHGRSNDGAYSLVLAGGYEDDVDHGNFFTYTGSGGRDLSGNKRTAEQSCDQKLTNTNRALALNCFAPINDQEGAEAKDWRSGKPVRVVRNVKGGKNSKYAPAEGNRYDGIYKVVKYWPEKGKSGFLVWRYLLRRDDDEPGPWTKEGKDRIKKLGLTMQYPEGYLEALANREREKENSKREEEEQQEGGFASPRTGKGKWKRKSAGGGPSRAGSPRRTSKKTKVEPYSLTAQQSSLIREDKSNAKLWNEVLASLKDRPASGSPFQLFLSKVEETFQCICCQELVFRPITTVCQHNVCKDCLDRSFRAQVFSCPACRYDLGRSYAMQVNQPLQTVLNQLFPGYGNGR
# ARFGAP1 inhibitor = inhibitors of rat ARFGAP1 GAP activity, primary screen, biochemical, fluorescence polarization, GDP tracer. ADP-ribosylation factor GTPase-activating protein 1 (Rattus norvegicus), Q62848. Arfgap1-stimulated ARF1 GTP hydrolysis, GDP FP detection. inhibition, % at 16.5 µM. 0.26% of 360,000 active. AID 651572, 2012;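 active means inhibition above a per-plate limit, mean inhibition of low control wells plus 3 SD, cut at about 25% in these data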;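 further: 0% = DMSO wells with enzyme and 100% = wells lacking Arfgap1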
# Target sequence (Q62848 1-136 limits assumed): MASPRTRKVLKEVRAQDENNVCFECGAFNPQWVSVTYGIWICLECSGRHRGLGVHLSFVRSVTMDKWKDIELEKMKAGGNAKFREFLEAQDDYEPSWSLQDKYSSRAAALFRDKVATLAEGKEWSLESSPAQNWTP
#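 Repeats: one replicate per compound; assay system: rat Arfgap1 catalytic domain, aa 1-136; times: enzyme reaction 120 min at 25 °C after 20 min preincubation; detection: FP of antibody-bound GDP Alexa 633 tracer, ex 620/em 688 nm; benchmarks: high control wells lacking Arfgap1, low control full reaction with DMSO; reagent: human ARF1(Δ1-17)-GTP substrate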
# HGIII-sPLA2 inh = human group III sPLA2 inhibitors, primary screen, biochemical, QFRET, BODIPY PC-A2 liposome substrate. inhibition, % at 12.2 µM. 0.56% of 370,000 active. Group 3 secretory phospholipase A2 (Homo sapiens), Q9NZ20. AID 743126, 2013. QFRET BODIPY PC-A2 liposome hydrolysis, fluorescence;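 active means inhibition above mean plus 3 SD of compounds lying within the high and low control bounds, cut at about 19% in these data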;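 further: 0% = median of test compound wells and 100% = no enzyme DMSO wells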
# Active calls of the source: *; . = no result given.
# Values run as follows: PLCb3 inh	proKLK7 act	Tn6 DDE FP	Rev-erbA mod	DDE Tn7 FP inh	PLC-gamma1 inh	ASAP1 GAP inh	UHRF1 binding	ARFGAP1 inhibitor	HGIII-sPLA2 inh
- COC(=O)c1cc(OC)c(OC)cc1NC(=O)c1c(-c2ccccc2Cl)noc1C
  -0.2	-0.7	-0.4	-2.8	-0.8	0.5	4.9	-1.2	9.9	-3.3
- CCOc1ccc2c(c1)C(C)=CC(C)(C)N2S(=O)(=O)c1ccc(C)cc1
  -0.7	-0.3	-4.1	5.5	-7.0	1.9	-1.6	1.1	-7.9	-9.9
- O=C1CC(c2ccc3c(c2)OCO3)c2cc3c(cc2N1)OCCO3 (centres undefined)
  -2.0	0.7	5.2	2.5	4.1	-1.3	-1.6	0.3	-15.2	2.5
- COc1ccc(CN2C(=O)COc3ccccc3C2c2nc3ccccc3[nH]2)cc1 (centres undefined)
  0.1	-0.8	11.5	-3.9	-1.3	-1.0	2.7	-0.5	2.1	-3.1
- COC(=O)C1=C(CSc2nc3ccccc3o2)NC(=O)NC1c1cc(C)ccc1C (centres undefined)
  1.8	0.3	-2.4	-0.3	7.6	3.3	6.2	-2.0	-5.4	-6.1
- CC(C)(C)C(=O)NC1(C(F)(F)F)N=C2SCCN2C1=O (centres undefined)
  1.7	-0.2	2.7	-0.2	10.2	-13.0	-1.5	-3.1	1.7	7.0
- COc1ccc2c(c1)CC[C@@H]1[C@@H]2CC[C@]2(C)[C@@H](C(C)=O)C[C@@H]12
  1.3	-0.5	-0.3	-3.3	-4.8	1.4	-15.7	0.6	5.2	4.2
- O=C(CC(=O)Nc1ccc(F)cc1)Nc1ccc(F)cc1
  4.5	-0.3	2.6	0.3	2.1	3.6	-8.3	0.9	4.2	-44.6
- O=C(Cc1cccc2ccccc12)NN=Cc1ccc2c(c1)CCC2
  -3.0	1.0	1.7	1.8	-1.9	-3.6	-23.0	7.0	-4.2	-2.6
- Cc1cccc(NC(=S)NCc2ccc3c(c2)cc(C)n3C)c1C
  -59.9	-1.2	23.2*	-6.9	-4.5	-40.4	-0.8	-2.4	-5.7	19.8*
- CC(C)(C)c1ccc(-c2noc(CNC(=O)c3ccco3)n2)cc1
  -5.6	0.0	5.1	-2.4	3.2	1.7	-5.0	-0.7	-1.8	-10.6
- O=C1CN(C(=O)COC(=O)c2cnc(Cl)c(Cl)c2)c2ccccc2N1
  6.3	0.5	-1.2	5.3	2.3	5.6	-8.2	7.0	8.7	8.2
- CC12CCC(C(=O)N3CCCCCC3)(OC1=O)C2(C)C (centres undefined)
  9.4	-0.5	0.7	0.9	0.6	5.2	2.9	5.7	1.5	10.9
- Cc1ccc(OCCNC(=O)c2cccc(C)c2)cc1
  -0.5	-0.1	-1.9	0.8	-3.7	4.1	15.0	-0.2	7.8	-0.8
- N=C1/C(=C\c2ccc(OC(=O)c3ccc(F)cc3)cc2)C(=O)N=C2SC(N3CCOCC3)=NN12
  -69.4	-1.4	1.9	-0.4	-8.5	-42.0	-6.7	-0.1	1.5	-2.1
- O=C(CCSc1ccccc1)NCCSc1ccccn1
  -0.3	-0.5	-3.3	-3.2	-7.6	-0.3	-1.1	-2.5	-0.5	0.4
- CCc1cc(C(=O)OC)c(N2C(=O)C3C4C=CC(C4)C3C2=O)s1 (centres undefined)
  0.9	0.1	3.1	-4.9	-1.3	-1.2	-7.6	-2.0	-0.6	-2.9
- COCCNC(=O)c1cc2c(-c3ccc(Cl)cc3)nn(C)c2s1
  -169.3	2.2	-3.9	-6.6	5.0	-128.3	5.2	-5.8	-2.3	-9.8
- COc1ccc(-c2nnc(NC(=O)CSc3ccc(Cl)cc3)s2)cc1OC
  -2.3	-0.3	-1.8	6.6	0.3	-3.1	-2.6	-3.5	-8.5	8.9
- CCn1c(CSc2nc(C)cc(C)n2)nnc1SCC(=O)Nc1nc(-c2ccccc2)cs1
  -0.9	0.6	2.2	-1.4	5.5	1.8	-0.8	-3.2	2.2	-7.4
- O=C(OCc1nnc(-c2ccccc2)o1)C1=COCCO1
  -1.2	-0.1	3.8	0.8	-5.2	-0.2	-5.2	-0.7	4.0	1.1
- CC(NC(=O)COC(=O)c1cc(=O)c2ccccc2o1)c1ccccc1 (centres undefined)
  4.9	-0.4	0.2	6.2	-6.5	-4.9	-4.1	-0.3	5.2	-1.2
- CCOC(=O)c1c(C)n(C)c2ccc(OC)c(NS(=O)(=O)c3ccc(Cl)s3)c12
  4.9	0.0	3.4	9.4	3.0	3.3	0.1	1.4	11.0	1.6
- Cc1ccc(C)c(OCCC(=O)OCC(=O)NC(=O)NC2CCCCC2)c1
  7.7	-0.8	-11.7	8.8	-0.4	3.6	-4.3	2.6	-1.6	-7.8
- CC(OC(=O)/C=C/c1cccs1)C(=O)Nc1ccc(C(N)=O)cc1 (centres undefined)
  -6.1	-0.4	0.3	-2.1	3.9	-0.7	-17.6	-3.5	-0.8	4.8
- Cc1ccc(C)c(Nc2cc(C)nc(-c3ccccc3O)n2)c1
  -156.3	0.0	-5.1	5.5	6.8	-121.3	-1.3	-3.4	3.7	-4.6
- CC(C)(C)c1ccc(S(=O)(=O)N2CCNC(=O)C2)cc1
  -3.3	0.0	1.4	-8.5	5.1	2.3	2.7	-0.2	-1.3	12.2
- Cc1nc(CSc2nsc(/C=C/N(C)C)c2C#N)cs1
  -35.2	0.0	1.4	-3.2	-3.5	-29.3	-2.0	-3.1	-0.2	-1.7
- COC(=O)[C@]12C[C@H](CC(=O)NCc3ccc(C)o3)C(=O)N(Cc3ccc(Cl)cc3Cl)C1=C[C@H](C(C)(C)C)O[C@@H]2C
  4.2	-0.2	0.4	1.5	-0.3	0.3	.	-1.2	.	-11.3
- CC(=O)Nc1ccc(S(=O)(=O)N(CC(=O)O)Cc2ccccc2)cc1
  1.3	0.1	-5.0	-3.0	-2.8	-0.7	6.3	-1.1	2.9	2.1

# Ordered by the number under Tn6 DDE FP (high to low): some entries from above.
SMILES,Tn6 DDE FP
CC(C)(C)C(=O)NC1(C(F)(F)F)N=C2SCCN2C1=O (centres undefined),2.7
COC(=O)C1=C(CSc2nc3ccccc3o2)NC(=O)NC1c1cc(C)ccc1C (centres undefined),-2.4
COCCNC(=O)c1cc2c(-c3ccc(Cl)cc3)nn(C)c2s1,-3.9

# Additional entries.
# Values run as follows: PLCb3 inh	proKLK7 act	Tn6 DDE FP	Rev-erbA mod	DDE Tn7 FP inh	PLC-gamma1 inh	ASAP1 GAP inh	UHRF1 binding	ARFGAP1 inhibitor	HGIII-sPLA2 inh
- O=C(O)CCSc1nnc(COc2cccc3ccccc23)n1-c1cccc(Cl)c1
  -3.3	-0.1	0.9	-4.0	2.7	5.3	5.3	6.9	-13.7	-37.5
- Cn1nc(C(=O)NCCc2ccc3c(c2)OCCO3)c2ccccc2c1=O
  2.0	0.5	-2.0	-1.6	-2.1	-2.8	-0.5	-2.5	2.1	2.1
- CCc1ccc(NC(=O)c2cnc3n(c2=O)CCS3)cc1
  -12.7	-0.1	-2.0	12.8	1.8	-7.0	4.0	4.3	8.0	5.4
- COc1ccc(-c2cc(C(=O)OCC(=O)NC3CC3)c3ccccc3n2)cc1OC
  -188.8	1.1	-0.4	1.4	-6.7	-140.3	-7.6	-4.0	6.8	-10.7
- O=C(NC1(C(F)(F)F)NC(=O)N(C2CCCC2)C1=O)C1CC1 (centres undefined)
  3.4	-0.8	-4.4	-2.5	-4.0	4.5	3.3	-1.6	4.4	1.7
- COCCNC(=O)c1ccc(S(=O)(=O)N2CCCc3ccccc32)cc1
  -6.0	-0.3	1.4	0.0	0.6	0.8	7.1	-0.5	3.9	-2.2
- CC(C)C(NS(=O)(=O)c1cccs1)C(=O)N(C)Cc1ccccc1 (centres undefined)
  7.7	-1.1	5.5	-0.2	-6.9	6.1	1.9	0.8	5.6	-8.8
- CC(C)NC(=O)CSCc1c(F)cccc1Cl
  -1.9	0.1	-1.3	5.6	1.1	-0.5	-0.4	-0.7	-2.1	0.2
- CC1(Oc2ccc3ccccc3c2)CCN(Cc2cccn2-c2nccs2)C1 (centres undefined)
  1.2	0.5	1.1	3.5	4.9	-0.3	-5.7	-3.5	5.9	-8.2
- CCCCNC(=O)C1(C)CCC(=O)N1C1CCN(Cc2ccccc2)CC1 (centres undefined)
  0.6	-0.4	6.3	-0.9	7.9	3.7	-14.5	3.0	0.7	10.1
- COc1ccc(CCNC(=O)CCN2C(=O)C(C)Oc3ccc(C)cc32)cc1OC (centres undefined)
  0.7	-0.6	2.7	5.0	-6.3	-0.3	6.2	0.8	5.8	3.8
- Cc1ccc(SC[C@H](Cc2ccccc2)N2CCN(CC(C)C)CCC2=O)cc1
  -4.0	0.2	9.4	-2.5	2.9	-4.7	-3.8	-0.9	1.9	9.2
- CCc1nc2c(OCc3ccc(C(=O)N(C)C)cc3)cccn2c1N(C)C(=O)Nc1ccccc1OC
  0.8	-0.1	-7.1	-4.9	-4.4	-1.7	-2.9	-0.8	5.1	4.8
- COc1cc(C(=O)Nc2ccc(Nc3ccccc3)cc2)cc(OC)c1OC
  -20.0	1.6	2.3	-1.9	5.7	-9.5	-5.1	0.8	2.7	-5.4
- CCOc1cccc(-c2nn(-c3ccccc3)cc2/C=C(/C#N)C(=O)NCCCn2ccnc2)c1
  -70.3	-10.2	-3.9	-8.3	-7.6	-53.5	5.7	0.5	8.2	-29.6
- S=C(Nc1ccc(Cl)cc1Cl)N1CCCCC1
  1.7	0.4	1.8	0.9	1.1	1.1	19.9	-0.4	-1.9	4.1
- COC(=O)[C@H](Cc1ccccc1)NC(=O)NCCc1ccc(OC)cc1
  -6.7	-0.4	3.6	-2.3	1.2	0.0	9.7	0.4	0.1	8.4
- Cc1nc2cc(C(=O)OCC(=O)NC34CC5CC(CC(C5)C3)C4)ccc2n1-c1ccccc1
  -23.3	-1.4	0.8	3.2	-1.6	-12.8	-1.0	2.7	-9.4	-11.2
